Source: PubChem
Redox H2O2 prof = compounds producing H2O2 with reducing agent – biochemical, NIH compound library profiling, artefact control for MLSCN library redox annotation, primary screen. DTT-dependent redox cycling H2O2, phenol red/HRP absorbance; 100% = 100 µM peroxide control, 0% = buffer. activation, % at 10 µM. 200,000 compounds, 0.03% hits;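 active = activation of at least 50% relative to the plate's high and low controls in the primary single-dose screen; inactive = activation below 50%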;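 note: compound incubated with DTT at 0.8 mM final as the reducing agent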
NF-kB neuron act = activators of NF-kB expression in neurons, primary screen, cell-based, HTS | human neuronal cells, NF-kB reporter expression; active compounds read high | fold change at 12.5 µM | 190,000 compounds, 1.6% hits | AID 1239, 2008; in the data active = fold change above about 3.3
FLuc inhib CS = firefly luciferase enzyme inhibitors, primary screen, artefact control for luciferase-based inhibitor screens, biochemical, luminescence, ATPLite | Luciferin 4-monooxygenase (Photinus pyralis), P08659 | 10 min | inhibition, % at 10 µM | 200,000 compounds, 1.5% hits;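 active = inhibition above about 50% when tested at 10 µM, limit read from the data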
Target sequence (P08659 whole entry, looked up): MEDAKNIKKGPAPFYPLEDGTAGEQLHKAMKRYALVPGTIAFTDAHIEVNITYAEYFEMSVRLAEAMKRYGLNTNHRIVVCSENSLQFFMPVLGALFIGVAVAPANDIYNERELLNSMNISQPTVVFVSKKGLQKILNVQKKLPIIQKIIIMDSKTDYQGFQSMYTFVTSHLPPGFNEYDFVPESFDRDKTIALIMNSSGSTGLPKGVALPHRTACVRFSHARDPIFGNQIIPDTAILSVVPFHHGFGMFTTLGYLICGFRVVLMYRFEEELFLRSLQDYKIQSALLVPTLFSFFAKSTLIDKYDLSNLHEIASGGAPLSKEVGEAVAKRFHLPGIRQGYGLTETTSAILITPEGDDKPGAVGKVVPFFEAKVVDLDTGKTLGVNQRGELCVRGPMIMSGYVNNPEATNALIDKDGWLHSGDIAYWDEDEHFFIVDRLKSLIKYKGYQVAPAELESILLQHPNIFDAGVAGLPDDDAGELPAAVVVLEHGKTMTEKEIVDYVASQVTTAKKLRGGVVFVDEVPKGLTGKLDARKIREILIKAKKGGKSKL
STAT1 act = STAT1 signaling activators, primary screen, cell-based, HTS, luciferase reporter; NIH 3T3 STAT1-luciferase reporter, IFN-gamma, luminescence; 100% = IFN-gamma alone, no compound; activation (% of control), % at 5.5 µM; 200,000 compounds, 2.6% hits;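 active = activation above the screen-wide mean activation plus 3 SD, cut at about 130% in these data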;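 note: raw ratio to IFN-gamma control signal so 100% means no change and 0% no light; values of inactives mirror those of a sister screen read the other way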
FLuc act counter = FLuc activators, initial screening, artefact control for FLuc-dependent activation tests, biochemical, ATPlite luminescence. Luciferin 4-monooxygenase (Photinus pyralis), P08659. ATPlite luciferase biochemical, 10 min; 0 = ATP-free wells, 1 = DMSO control. activation factor at 10 µM. 200,000 tested, under 10 active. AID 1027, 2008;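 active = luciferase activation factor, scaled between plate controls, of at least 2 with compound at 10 µM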
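Assay system: Luciferase/luciferin detection reagent, cell-free biochemical luciferase assay / Read-out: luciferase activation / Benchmarks: No-ATP low control, compound-free enzyme-plus-ATP high control / Medium: PBS buffer for ATP / Detection: luminescence measurement of luciferase light output / Schedule: 10 min at ambient temperature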
HMGR II inh = inhibitors of E. faecalis class II HMGR, primary screen, biochemical, Enterococcus faecalis; purified E. faecalis HMGR, NADPH absorbance 340 nm kinetic; 190,000 compounds, 0.41% hits; HMG-CoA reductase (Enterococcus faecalis, mvaE); inhibition, % at 10 µM; AID 1066, 2008;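 active = inhibition above a set limit, the median over all tested compounds plus 3 SD, cut at about 9.5% in these data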;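 note: enzyme runs in reverse so mevalonate oxidation gives rising NADPH absorbance; 0% = complete reaction with DMSO and 100% = background rate lacking mevalonate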
G6PDH CS = L. mesenteroides G6PDH inhibitors, counter-screen for G6PDH-coupled screening assays, biochemical, Leuconostoc mesenteroides enzyme | Purified L. mesenteroides G6PDH, diaphorase/resazurin coupled fluorescence, 45 min | inhibition, % at 5 µM | 200,000 compounds, 0.12% hits; in the data active = inhibition above about 50%
APP 5'UTR act = activators of APP 5'UTR luciferase reporter, primary screen, SH-SY5Y cells; AID 1276, 2008; SH-SY5Y APP 5'UTR luciferase reporter, luminescence; zero percent = DMSO vehicle wells; activation, % at 2 µM; 190,000 compounds, 1% hits;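 active = activation above a set limit, based on mean plus 3 SD of controls, cut at about 140% in these data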; note: values of inactives mirror those of a sister screen read the other way
APP 5UTR inh = inhibitors of APP translation via 5'UTR reporter, primary screen, APP 5'UTR luciferase, SH-SY5Y cells; inhibition, % at 2 µM; SH-SY5Y APP 5'UTR-luciferase reporter, luminescence; 190,000 compounds, 0.82% hits; AID 1285, 2008;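 active = inhibition above a set limit, derived from the sample mean plus 3 SD, cut at about 45% in these data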; note: values of inactives mirror those of a sister screen read the other way
Hsp70 activator = Hsp70 transcriptional activators, primary screen, cell-based, HeLa, Hsp70 promoter luciferase, luminescence, 10 µM; activation, % at 10 µM; 200,000 compounds, 0.04% hits; HeLa Hsp70 promoter luciferase reporter; scaled: vehicle 0, proteasome-inhibitor control 100%;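 active = activation above the mean across all tested compounds plus 3 SD, cutoff set per campaign, cut at about 5.5% in these data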;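 note: 100% = MG132 at 30 µM as the positive control and 0% = DMSO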
The depositor's hits bear a star; / = not tested or not shown. Rows are unselected; 5.3% or so of the library scored in one or more.

The line under a structure holds: Redox H2O2 prof, Hsp70 activator, APP 5UTR inh, STAT1 act, FLuc inhib CS, FLuc act counter, NF-kB neuron act, APP 5'UTR act, HMGR II inh, G6PDH CS
COc1ccc(-c2nnc(SCC(=O)c3[nH]c(C)c(C(C)=O)c3C)o2)cc1
  0.8, -0.4, -4, 95, -4, 1, 1.4, 3, 1, 3
CCCCCCCCc1nnc(NC(=O)c2ccco2)s1
  -2.4, 0.4, -4, 103, -3, 1, 1.5, 4, -1, -1
COc1ccc(CCNC(=O)CSc2nnc(-c3cccc(C)c3)o2)cc1OC
  1.9, -0.3, 4, 105, 8, 0.9, 1, -4, 0, 1
Cc1ccc(Nc2ccc([N+](=O)[O-])nc2[N+](=O)[O-])cc1
  -6.0, -0.5, -15, 96, -6, 1.1, 1, 15, 4, -17
COc1cc(C(=O)Nc2ccc(N(C)C)cc2)cc(OC)c1OC
  -0.1, 0.3, -47, 133*, 8, 0.9, 1.3, 47, -1, 5
COc1ccc(C(=O)N2CCC(C(=O)Nc3ccccc3OC)CC2)cc1
  -4.3, -0.3, -8, 102, -11, 1.1, 1.2, 8, -3, -11
COc1cc(CNCc2cccs2)cc(Br)c1OC
  -4.8, -0.4, -13, 102, -11, 1.1, 1.3, 13, 0, 5
CCOC(=O)C1(Cc2ccc(OC)cc2)CCN(C(=O)CCn2ccc(C)n2)CC1
  -0.4, 0.2, -7, 109, -6, 1.1, /, 7, -1, 24
Cn1nc(C(=O)OCc2ccccc2F)c2ccccc2c1=O
  -2.0, -0.1, 17, 90, -3, 1, 1.2, -17, -2, 1
NC(=O)COC(=O)c1ccc2c(c1)S(=O)(=O)N=C1CCCCCN12
  -0.3, -0.2, 10, 102, -6, 1.1, 1.2, -10, -2, -4

Marked active in STAT1 act, of those listed so far:
Molecule	Redox H2O2 prof	Hsp70 activator	APP 5UTR inh	STAT1 act	FLuc inhib CS	NF-kB neuron act	APP 5'UTR act	HMGR II inh
COc1cc(C(=O)Nc2ccc(N(C)C)cc2)cc(OC)c1OC	-0.1	0.3	-47	133*	8	1.3	47	-1

The list continues.
The line under a structure holds: Redox H2O2 prof, Hsp70 activator, APP 5UTR inh, STAT1 act, FLuc inhib CS, FLuc act counter, NF-kB neuron act, APP 5'UTR act, HMGR II inh, G6PDH CS
COCCCNC(=O)Cc1ccccc1OC
  0.2, -0.5, -16, 103, -6, 1.1, 0.87, 16, -3, 6
COc1cc(CN(C(=S)NCC(=O)N2CCCC2)C2CCCC2)cc(OC)c1OC
  -0.3, -0.1, 14, 92, -5, 1, 1.5, -14, 4, -2
CC(=O)C(N=Nc1ccccc1)(Sc1nnc(-c2ccccc2)n1-c1ccccc1)C(=O)Nc1ccccc1 (configuration not stated)
  -3.7, -0.3, 1, 97, -6, 1.1, 1.2, -1, 1, 4
CCOC(=O)c1[nH]c2cc(OC)c(OC)cc2c1NC(=O)c1nonc1C
  -0.9, -0.1, 10, 109, -7, 1.1, 1.1, -10, -1, -1
CC(O)c1nc2ccccc2n1C1CCCCC1 (configuration not stated)
  4.2, -0.4, 4, 97, -5, 1, 0.91, -4, -1, -3
CCc1ccc(C(=O)N2CCN(c3ccc(F)cc3)CC2)s1
  0.3, -0.4, -2, 100, -5, 1.1, 1.2, 2, -1, -12
COc1ccc(OCCN2C(=O)NC3(CCc4ccccc4C3)C2=O)cc1 (configuration not stated)
  0.1, -0.2, 6, 95, -5, 1.1, 0.98, -7, -5, 8
COc1ccccc1N(C)S(=O)(=O)c1ccc(C(=O)NCC(C)C)cc1
  0.1, -0.3, 1, 99, -3, 1, 1.1, -1, -6, 18
CC(C)(C)OC(=O)C(Cc1ccc(OC(C)(C)C)cc1)NC(=O)CNC(=O)OCc1ccccc1 (configuration not stated)
  -0.9, -0.2, -22, 99, -9, 1.1, 1.2, 22, -5, 11
Cc1cc(N2CCN(S(=O)(=O)Cc3ccccc3)CC2)n2ncnc2n1
  0.1, -0.3, 0, 94, -6, 1.1, 0.89, 0, -6, 20
Cc1ccc2nc(-c3ccccc3)c(CN3CCN(c4ccccc4F)CC3)n2c1
  -1.1, 0.2, -12, 114, -2, 1, 0.82, 12, -5, 4
CN1C(C)(C)CC(=NOC(=O)c2ccccc2)CC1(C)C
  -6.7, 0.3, -14, 99, -10, 1.1, 1, 14, -2, 7
OC(COc1ccccc1)CN1CCCCCC1 (configuration not stated)
  -0.5, -0.2, -13, 101, -10, 1.1, 0.97, 13, 1, 6
COc1ccc(C(=O)CSc2nnc3ccccn23)cc1OC
  -0.1, 0.1, -11, 104, -6, 1.1, 1.3, 11, 2, -4
Cc1nn(CC#N)c(=O)n1-c1ccccc1F
  0.2, -0.5, 4, 101, -8, 1.1, 1.1, -4, -6, 1
C=CCNC(=O)c1onc(CSc2cccc(OCC)c2)c1C(=O)O
  14, 0.1, 2, 104, -5, 1, 1, -2, -2, 4
CCc1ccc(OCC(=O)Nc2ccc(CN3CCCCC3)cc2)cc1
  -0.4, -0.2, 2, 100, -4, 1, 1.2, -2, 2, 1
COc1cc(C(=O)Nc2nc(-c3cc(C)ccc3C)c(C)s2)ccc1OCC(=O)Nc1ccc(F)cc1
  -0.4, -0.1, -12, 97, -5, 1, 1.1, 12, -2, -26
O=S(=O)(c1ccc(Cl)s1)N1CCCc2cccc(O)c21
  -0.1, -0.1, -79, 122, 5, 1, 2.7, 79, -1, 2
CCOC(=O)CN1C(=O)S/C(=C/c2cccc([N+](=O)[O-])c2O)C1=O
  -0.3, -0.1, 4, 98, 2, 1, 1.1, -4, -2, 4
COc1ccc([N+](=O)[O-])cc1NC(=O)CCN1CCN(c2ccccc2OC)CC1
  0.5, -0.4, -4, 104, -2, 1, 1.1, 4, -1, 8
COc1ccc(CC(=O)Nc2ccc(C(=O)Nc3nccs3)cc2)cc1OC
  -2.3, -0.1, 1, 104, -2, 1, 1.3, -1, 3, -6
CN1CCc2nc3sc(C(=O)C45CC6CC(CC(C6)C4)C5)c(N)c3cc2C1
  -1.6, 0.0, -3, 96, -7, 1.1, 1, 3, -8, 6
CCOC(=O)c1ccccc1NC(=O)c1n[nH]c(=O)c2ccccc12
  -0.4, -0.2, 0, 85, -2, 1, 3.7*, 0, 0, 1
CC(C)CSc1ncc(-c2cccc(C(F)(F)F)c2)cn1
  -0.1, -0.2, 5, 104, -6, 1.1, 1.3, -5, 2, 5
COc1ccc(NC(=O)CN2CCN(S(=O)(=O)c3ccc(Cl)cc3)CC2)cc1Cl
  1.9, 0.0, 5, 102, -4, 1, 1.1, -5, -2, 7
O=C(CSc1nnc2c(n1)[nH]c1ccccc12)NCc1ccco1
  -2.2, -0.1, -2, 101, 0, 1, 0.95, 2, -1, -4
COc1ccc(NC(=O)CN2CCN(CC(=O)Nc3ccc(OC)c(OC)c3)CC2)cc1
  -1.1, 0.0, -6, 92, -8, 1.1, 1.1, 6, -1, 13
Cc1nn(-c2ccccc2)c2nc(-c3ccccc3)cc(C(=O)N3CCOCC3)c12
  -0.3, -0.2, 13, 108, -6, 1.1, 1.1, -13, 1, 5
COc1ccc(CC(=O)OCC(=O)NCc2ccc(Cl)cc2)cc1
  -1.0, 0.6, 2, 101, -5, 1.1, 1.2, -2, -3, 2
O=C(Nc1ccccc1)N(CCCN1CCOCC1)Cc1cc2cc3c(cc2[nH]c1=O)OCCO3
  1.1, -0.1, 2, 109, -6, 1.1, 1.4, -2, -3, 2
O=C(NNC(=O)c1ccc(Br)o1)c1ccc(NC(=O)c2ccccc2)cc1
  -0.8, 0.6, -7, 94, -2, 1, 1.2, 7, 0, 0
CCN(CC)S(=O)(=O)c1cccc(NC(=O)COC(=O)CCC(=O)c2cccs2)c1
  0.3, -0.1, -10, 97, -6, 1.1, 1.1, 10, -4, 10
COCCCN1C(=O)c2ccc(C(=O)NCc3ccco3)cc2C1=O
  -0.4, 0.0, 6, 99, 1, 1, 1, -6, -4, 5
Cc1ccc(C)c(N/C(N)=N/c2nc(C)cc(C)n2)c1
  2.2, 0.1, -1, 88, 1, 1, 0.81, 1, -5, 11
CCN1CCN(C(c2ccccc2)c2nnnn2Cc2ccc3c(c2)OCO3)CC1 (configuration not stated)
  0.9, 0.2, -16, 99, -12, 1.1, 1.1, 16, -1, 16
CCOC(=O)N1CCN(C(=O)c2cc(OC)cc(OC)c2)CC1
  0.3, -0.1, -7, 91, -5, 1.1, 1.2, 7, 3, 4
COCCNCCCCOc1ccccc1-c1ccccc1
  -0.7, -0.2, -3, 92, -9, 1.1, 0.99, 3, -2, 10
Cn1c(N)c(C(=O)COC(=O)Cc2ccsc2)c(=O)n(C)c1=O
  -2.6, 0.1, -1, 103, -3, 1, 1.5, 1, -3, 21
CCOC(=O)CSc1nnc(CNC(=O)c2ccc(S(=O)(=O)N3CCCC3)cc2)n1C
  3.1, -0.4, -3, 104, 3, 1, 1.6, 3, -1, 44
COC(=O)CC1C(=O)NCCN1C(=O)CSc1nc2ccc([N+](=O)[O-])cc2s1 (configuration not stated)
  0.8, -0.2, -5, 98, -2, 1, 1.1, 5, 1, -9
O=C(Oc1ccc2ccccc2c1)c1ccccc1
  -0.1, 0.0, -15, 102, 26, 0.7, 1.4, 15, 1, -3
CCC(=O)Nc1nc(C)c(-c2csc(Nc3cccc(C(=O)O)c3)n2)s1
  -1.0, -0.4, -7, 93, 5, 0.9, 1, 7, 2, 8
CN(C)c1ccc(N=Cc2nc(-c3ccccc3)oc2OC(=O)c2ccccc2)cc1
  0.4, 0.1, -155, 122, 1, 1, 2, 155*, -1, -8
c1cncc(-c2noc(CC3CCCCC3)n2)c1
  0.1, 0.4, 7, 103, -2, 1, 1.3, -7, 0, 3
COCc1cc(C)nc(OCC(=O)N/N=C/c2ccc(OC)c(OC)c2)c1C#N
  -0.5, -0.1, 0, 96, -5, 1, 0.77, 0, 0, -8

A portion taken from the entries so far, as a working copy:
The line under a structure holds: Redox H2O2 prof, Hsp70 activator, APP 5UTR inh, STAT1 act, FLuc inhib CS, FLuc act counter, NF-kB neuron act, APP 5'UTR act, HMGR II inh, G6PDH CS
COC(=O)CC1C(=O)NCCN1C(=O)CSc1nc2ccc([N+](=O)[O-])cc2s1 (configuration not stated)
  0.8, -0.2, -5, 98, -2, 1, 1.1, 5, 1, -9
O=C(Oc1ccc2ccccc2c1)c1ccccc1
  -0.1, 0.0, -15, 102, 26, 0.7, 1.4, 15, 1, -3
CCC(=O)Nc1nc(C)c(-c2csc(Nc3cccc(C(=O)O)c3)n2)s1
  -1.0, -0.4, -7, 93, 5, 0.9, 1, 7, 2, 8
CN(C)c1ccc(N=Cc2nc(-c3ccccc3)oc2OC(=O)c2ccccc2)cc1
  0.4, 0.1, -155, 122, 1, 1, 2, 155*, -1, -8
c1cncc(-c2noc(CC3CCCCC3)n2)c1
  0.1, 0.4, 7, 103, -2, 1, 1.3, -7, 0, 3
COCc1cc(C)nc(OCC(=O)N/N=C/c2ccc(OC)c(OC)c2)c1C#N
  -0.5, -0.1, 0, 96, -5, 1, 0.77, 0, 0, -8
